NR2E3 ag-1 – inhibitors of NR2E3-RetCOR corepressor binding, primary screen, NR2E3 agonist project, biochemical, TR-FRET, GST-NR2E3, biotin-RetCOR | Photoreceptor-specific nuclear receptor (Homo sapiens), Q9Y5X4 | 1536-well | inhibition of corepressor binding, % at 4.78 µM | 320,000 tested, 0.12% active | AID 2300, 2010;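 active = percent inhibition above the cutoff of mean plus 3 SD of all tested compounds, set per screening campaign, cut at about 20% in these data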;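 note: 0% = DMSO wells and 100% = biotin wells as full block of FRET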
Target sequence (Q9Y5X4 whole entry, looked up): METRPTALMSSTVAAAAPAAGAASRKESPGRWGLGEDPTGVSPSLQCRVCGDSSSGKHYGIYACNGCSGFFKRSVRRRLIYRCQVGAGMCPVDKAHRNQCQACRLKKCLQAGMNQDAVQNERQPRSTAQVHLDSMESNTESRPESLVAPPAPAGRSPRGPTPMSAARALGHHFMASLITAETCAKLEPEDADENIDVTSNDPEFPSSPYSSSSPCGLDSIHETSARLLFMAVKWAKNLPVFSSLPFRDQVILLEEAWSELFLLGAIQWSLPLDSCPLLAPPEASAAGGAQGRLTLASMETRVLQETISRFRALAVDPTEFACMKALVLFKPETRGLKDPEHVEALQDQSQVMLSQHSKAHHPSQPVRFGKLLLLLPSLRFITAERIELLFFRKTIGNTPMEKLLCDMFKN
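Test system: GST-NR2E3 and biotin-RetCOR proteins | Quantity: 1.35 nM GST-tagged NR2E3 final | Medium: Tris pH 7.5 | Also added: 7 nM biotin-RetCOR | Dosing: Compound at 4.8 µM, single dose | Timing: 5 h at 4 °C | Detection: Time-resolved FRET | Read-out basis: Percent inhibition | Benchmarks: Biotin wells as high control, 0.6% DMSO wells as low control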
iPSC survival up – enhancers of single-cell hiPSC survival, primary screen, ATPlite luminescence; 360,000 tested, 0.044% active; AID 602274, 2012; survival enhancement, % at 20 µM; 100% = ROCK inhibitor wells, 0% = DMSO; in the data active = survival enhancement above about 18%;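 note: cells exposed to compounds for 16 hours before the ATP read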
TRPM1 prom inh – inhibitors of MITF-dependent TRPM1 promoter reporter, primary screen, cell-based, SK-MEL-5, single point, luciferase; inhibition, % at 12.5 µM; SK-MEL-5 TRPM1 promoter luciferase, 24 h; 330,000 tested, 0.83% active; AID 488899, 2010;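 active = mean inhibition across replicates of 60% or more, whatever share of single replicates reaches that level; inconclusive = some that reach 60%, reason not given; inactive = mean inhibition across replicates below 60%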; note: values of inactives mirror those of a sister screen read the other way
HIF-2a block – HIF-2a reporter inhibitors, primary screen, luminescence, 786-0 RCC cells; inhibition, % at 18.8 µM; AID 624352, 2012; 786-0 RCC cells HIF-2a reporter, luciferase luminescence, overnight; 360,000 tested, 0.72% active;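 active = inhibition of the luminescence signal of 40% or more relative to plate controls, in a single-dose primary screen at 18.75 µM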
Granule exo inh – LAMP-1 surface exposure blockers, TALL-104 cells – cell-based, flow cytometry, MLPCN library, primary screen | TALL-104 LAMP-1 surface exposure; cells stimulated with thapsigargin and PMA | inhibition, % at 10 µM | 360,000 tested, 0.66% active;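 active = inhibition above about 55%, limit read from the data; inconclusive = no clear call, values can overlap the other calls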
aDG glyco act – activators of alpha-DG glycosylation, primary screen, uHTS, Pro5-aDG cells, AlphaScreen. alpha-DG glycosylation AlphaScreen (IIH6); 0% Pro5, 100% B10-LARGE cell signal. activation, % at 10 µM. 360,000 tested, 0.22% active;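 active = activation of at least 8% versus controls, or a plate z-score of at least 8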;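 note: Pro5 are CHO cells carrying HIG-tagged alpha-DG that lacks glycosylation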
Peg3 promoter – Peg3 promoter-driven luciferase inhibitors, primary screen, cell-based, HeLa, luciferase luminescence; AID 588405, 2011; 360,000 tested, 1.7% active; HeLa PEG-Prom luciferase reporter, overnight; inhibition, % at 20 µM;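 active = inhibition of at least 50% at 20 µM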
PDI turbidity – inhibitors of human PDI, primary screen, biochemical, turbidity, single point, plate reader. PDI insulin aggregation turbidity, A650, 90 min. inhibition, % at 10 µM. 350,000 tested, 0.052% active. AID 588391, 2011;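 active = mean inhibition across replicates of 30% or more, whatever share of single replicates reach that level; inconclusive = mean inhibition below 30% while every single replicate reaches 30%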;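 note: absorbance from insulin aggregation driven by PDI reduction with DTT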
Target sequence (P07237 whole entry, looked up): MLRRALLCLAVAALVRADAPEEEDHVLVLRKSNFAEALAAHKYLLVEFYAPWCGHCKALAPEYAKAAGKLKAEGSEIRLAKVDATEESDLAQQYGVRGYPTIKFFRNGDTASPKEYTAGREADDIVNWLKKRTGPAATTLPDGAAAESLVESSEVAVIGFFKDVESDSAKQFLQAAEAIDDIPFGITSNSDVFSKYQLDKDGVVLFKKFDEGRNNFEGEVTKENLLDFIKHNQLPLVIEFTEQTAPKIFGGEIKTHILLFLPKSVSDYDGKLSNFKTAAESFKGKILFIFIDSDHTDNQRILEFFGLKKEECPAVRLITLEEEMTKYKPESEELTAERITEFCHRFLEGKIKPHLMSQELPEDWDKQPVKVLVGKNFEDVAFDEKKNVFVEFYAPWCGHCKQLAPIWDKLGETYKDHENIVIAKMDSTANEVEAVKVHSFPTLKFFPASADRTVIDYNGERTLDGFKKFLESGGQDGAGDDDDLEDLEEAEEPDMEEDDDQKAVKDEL
CaV13 ICDI inh – Primary screen for inhibitors of IQ motif and Ca2+-dependent inactivation inhibitor domain binding in CACNA1D, Förster resonance energy transfer in living cells, …; HEK cells, CFP/YFP FRET ICDI-IQ, plate reader, 10 min; percent FRET-ratio fall versus neutral wells; AID 743397; inhibition, % at 12.3 µM; 340,000 tested, 0.098% active;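 active = mean replicate inhibition of at least 30% and at least 1% of replicates passing that level; inconclusive = only one of the two criteria is met; inactive = neither criterion is met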;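 note: 0% = median of the neutral control wells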
NR2E3 ag-2 – NR2E3 agonists in two-hybrid cells, primary screen, cell-based, luminescence, CHO-S, Gal4-NCOR/VP16-NR2E3 | luciferase | inhibition of corepressor binding, % at 3.98 µM | 360,000 tested, 0.35% active | AID 602229, 2012;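 active = inhibition above the mean of all tested compounds plus 3 SD, cut at about 70% in these data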;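 note: 0% = DMSO with NR2E3 transfected cells and 100% = cells lacking NR2E3 construct; higher means lower luciferase signal from less NR2E3 corepressor binding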
Vif inh – HIV Vif self-association inhibitors, primary screen, imaging, HEK293T, single point. AID 602346, 2012. inhibition, % at 7.49 µM. 340,000 tested, 0.35% active. HEK293T cells, Vif self-association by quenched fluorescence, 24 h; in the data active = inhibition above about 50%, passing the limit was not always enough; inconclusive = no clear call, values can overlap the other calls; inactive = below about 31%; note: some results filed as inactive read as strong as hits
Starred values were filed as active, the others as inactive. Not a hit list; overall some 3.5% were active at least once.

For O=C(Nc1ncc(Br)s1)C1CCCN1S(=O)(=O)c1cccc2cccnc12 (stereo unspecified) the results were NR2E3 ag-1 1, iPSC survival up 0.2, TRPM1 prom inh 19, HIF-2a block 8, Granule exo inh 0, aDG glyco act 0.1, Peg3 promoter 18, PDI turbidity 8, CaV13 ICDI inh -5, NR2E3 ag-2 16 and Vif inh inconclusive.
Screening Cn1c(=O)c2cc(NC(=O)NCCc3cccs3)ccc2n1C/C=C/c1ccccc1 returned iPSC survival up 2.5, HIF-2a block -14, Granule exo inh 4, aDG glyco act -0.3, Peg3 promoter -9, PDI turbidity -8, CaV13 ICDI inh -9, NR2E3 ag-2 7 and Vif inh -3.
For Cc1cc(C)cc(-c2nnc(SCC(=O)Nc3cc(C)on3)o2)c1 the results were iPSC survival up -0.5, TRPM1 prom inh 0, HIF-2a block -13, Granule exo inh 6, aDG glyco act -0.2, Peg3 promoter -5, PDI turbidity 2, CaV13 ICDI inh -6, NR2E3 ag-2 16 and Vif inh 1.
Screening CNC(=O)c1ccc(-c2ccc(OC)cc2)s1 returned NR2E3 ag-1 3, iPSC survival up -1.8, TRPM1 prom inh -59, HIF-2a block -208, Granule exo inh 3, aDG glyco act 0.1, Peg3 promoter -229, PDI turbidity -3, CaV13 ICDI inh -2, NR2E3 ag-2 -79 and Vif inh -2.
Screening CCC(=O)Nc1ccc(C(=O)N/N=C/c2cc(Br)c(OC)cc2OC)cc1 returned NR2E3 ag-1 0, iPSC survival up 0.1, TRPM1 prom inh -27, HIF-2a block 0, Granule exo inh 0, aDG glyco act 0.3, Peg3 promoter -4, PDI turbidity 13, CaV13 ICDI inh -4, NR2E3 ag-2 4 and Vif inh 0.
`COc1ccc(C(=O)OCC(=O)c2c(N)n(C)c(=O)n(C)c2=O)cc1OC` gave NR2E3 ag-1 3, iPSC survival up 1.6, TRPM1 prom inh 5, HIF-2a block 15, Granule exo inh -3, aDG glyco act -0.3, Peg3 promoter -1, PDI turbidity -3, CaV13 ICDI inh -2, NR2E3 ag-2 5 and Vif inh 4.
`COc1cc(OC)cc(-c2cc3cc(F)ccc3cn2)c1` gave iPSC survival up -3.4, TRPM1 prom inh -118, HIF-2a block -331, Granule exo inh 0, aDG glyco act -0.2, Peg3 promoter -217, PDI turbidity 5, CaV13 ICDI inh -6, NR2E3 ag-2 -120 and Vif inh -8.
C[C@@H]1CN([C@H](C)CO)C(=O)CCCn2nncc2CO[C@@H]1CN(C)S(=O)(=O)c1ccccc1C#N was read as iPSC survival up 6.1, HIF-2a block -2, Granule exo inh -2, aDG glyco act 0.1, Peg3 promoter 7, PDI turbidity -10, NR2E3 ag-2 8 and Vif inh 2.
For CCn1c(SCC(=O)N2CCc3ccccc3C2)nc2sc(C)c(C)c2c1=O the results were NR2E3 ag-1 0, iPSC survival up -0.6, TRPM1 prom inh 0, HIF-2a block 13, Granule exo inh -3, aDG glyco act 0.0, Peg3 promoter 28, PDI turbidity -10, CaV13 ICDI inh -17, NR2E3 ag-2 -19 and Vif inh -3.
O=C(CN1CCc2ccccc2C1)NCc1ccco1 was read as NR2E3 ag-1 2, iPSC survival up 4.8, TRPM1 prom inh 17, HIF-2a block 9, Granule exo inh -2, aDG glyco act 0.3, Peg3 promoter 4, PDI turbidity 3, NR2E3 ag-2 -20 and Vif inh -6.
Screening O=C1c2ccccc2CCCC12N=NCC2c1cccc2ccccc12 (stereo unspecified) returned NR2E3 ag-1 -2, iPSC survival up 0.3, TRPM1 prom inh 8, HIF-2a block 20, Granule exo inh 3, aDG glyco act 0.0, Peg3 promoter 20, PDI turbidity -5, CaV13 ICDI inh -3, NR2E3 ag-2 10 and Vif inh -10.
Screening COc1ccc(CCNC(=O)CSC(=O)c2ccccc2)cc1OC returned NR2E3 ag-1 0, iPSC survival up 0.3, TRPM1 prom inh -4, HIF-2a block 19, Granule exo inh 1, aDG glyco act -0.5, Peg3 promoter 11, PDI turbidity -6, CaV13 ICDI inh 11, NR2E3 ag-2 -3 and Vif inh -4.
For CC(=O)c1c(C)[nH]c(C(=O)NCc2cccc(Cl)c2)c1C the results were NR2E3 ag-1 0, iPSC survival up -0.4, TRPM1 prom inh 11, HIF-2a block -17, Granule exo inh -3, aDG glyco act 0.2, Peg3 promoter -16, PDI turbidity 3, CaV13 ICDI inh -7, NR2E3 ag-2 -20 and Vif inh -1.
`COc1cccc(-c2csc(N3CCN(C(=O)C4CCCCC4)CC3)n2)c1` gave NR2E3 ag-1 -1, iPSC survival up -1.5, TRPM1 prom inh -6, HIF-2a block -56, Granule exo inh -4, aDG glyco act 0.1, Peg3 promoter 3, PDI turbidity -2, CaV13 ICDI inh -4 and NR2E3 ag-2 -2.
Screening COc1ccc(CCNC(=O)CNC(=O)c2ccc3c(c2)OCO3)cc1OC returned NR2E3 ag-1 4, iPSC survival up -0.3, TRPM1 prom inh -8, HIF-2a block 13, Granule exo inh -4, aDG glyco act -0.2, Peg3 promoter 4, PDI turbidity 3, CaV13 ICDI inh -2, NR2E3 ag-2 -5 and Vif inh 4.
O=C(COC(=O)c1ccccn1)NCCCc1ccccc1 was read as NR2E3 ag-1 3, iPSC survival up 1.7, TRPM1 prom inh 1, HIF-2a block 10, Granule exo inh -2, aDG glyco act -0.1, Peg3 promoter 6, PDI turbidity 5, NR2E3 ag-2 -15 and Vif inh -6.
CCN(c1cccc(C)c1)S(=O)(=O)c1c(C)[nH]c(C)c1C(=O)N1CCCCC1 was read as NR2E3 ag-1 0, iPSC survival up -0.5, TRPM1 prom inh -5, HIF-2a block 8, Granule exo inh -2, aDG glyco act 0.1, Peg3 promoter 7, PDI turbidity 0, CaV13 ICDI inh -3, NR2E3 ag-2 13 and Vif inh 0.
`COc1cccc(NC(=O)Nc2ccccc2C(N)=O)c1` gave NR2E3 ag-1 4, iPSC survival up 2.0, TRPM1 prom inh 21, HIF-2a block 3, Granule exo inh -3, aDG glyco act 0.1, Peg3 promoter -9, PDI turbidity -4, CaV13 ICDI inh -20, NR2E3 ag-2 -22 and Vif inh 6.
O=C1c2cccnc2C(=O)N1Cc1ccc(S(=O)(=O)N2CCOc3ccccc32)cc1 was read as NR2E3 ag-1 1, iPSC survival up 2.4, TRPM1 prom inh 11, HIF-2a block 2, Granule exo inh -5, aDG glyco act 0.0, Peg3 promoter -9, PDI turbidity -5, CaV13 ICDI inh -4, NR2E3 ag-2 1 and Vif inh -4.
O=C(CSc1ccccc1)Nc1ccc(Cl)c(S(=O)(=O)N2CCOCC2)c1 was read as iPSC survival up 0.2, TRPM1 prom inh 9, HIF-2a block -9, Granule exo inh 3, aDG glyco act -0.1, Peg3 promoter 4, PDI turbidity -13, CaV13 ICDI inh -5, NR2E3 ag-2 -9 and Vif inh -9.
`CCOCCCNC(=O)C(c1ccc(C)cc1)N1CCOCC1` (stereo unspecified) gave NR2E3 ag-1 4, iPSC survival up -2.4, HIF-2a block 2, Granule exo inh 22, aDG glyco act 0.0, Peg3 promoter 7, PDI turbidity 9, CaV13 ICDI inh -6, NR2E3 ag-2 -45 and Vif inh 0.
`COC(=O)c1ccc(CSc2nnc(NC(C)C)s2)o1` gave NR2E3 ag-1 3, iPSC survival up 0.4, TRPM1 prom inh -1, HIF-2a block 20, Granule exo inh -8, aDG glyco act 0.0, Peg3 promoter -8, PDI turbidity 4, CaV13 ICDI inh -7, NR2E3 ag-2 -12 and Vif inh -6.
For Cc1ccc(S(=O)(=O)N2CCC(C(=O)OCC(=O)NCCc3ccccc3)CC2)cc1C the results were NR2E3 ag-1 1, iPSC survival up 0.3, TRPM1 prom inh 8, HIF-2a block 4, Granule exo inh 0, aDG glyco act 0.3, Peg3 promoter -7, PDI turbidity 5, CaV13 ICDI inh -7, NR2E3 ag-2 -26 and Vif inh 12.
For O=C(COC(=O)COc1ccc(Br)cc1)NCC1CCCO1 (stereo unspecified) the results were iPSC survival up 0.9, TRPM1 prom inh 1, HIF-2a block 7, Granule exo inh 7, aDG glyco act 0.0, Peg3 promoter 11, PDI turbidity -10, CaV13 ICDI inh -10, NR2E3 ag-2 -7 and Vif inh 15.
For O=C(c1cccc(S(=O)(=O)N2CCOCC2)c1)N(Cc1ccc(F)cc1)Cc1ccco1 the results were NR2E3 ag-1 3, iPSC survival up -0.7, TRPM1 prom inh 14, HIF-2a block 16, Granule exo inh 2, aDG glyco act 0.6, Peg3 promoter 21, PDI turbidity 1, CaV13 ICDI inh 0, NR2E3 ag-2 -18 and Vif inh -12.
Screening CCOP(=O)(CC(C(C)=O)C(O)c1ccccc1)OCC (stereo unspecified) returned NR2E3 ag-1 -1, iPSC survival up -1.7, HIF-2a block 3, Granule exo inh -4, aDG glyco act -0.2, Peg3 promoter 3, PDI turbidity 6, CaV13 ICDI inh -10, NR2E3 ag-2 -2 and Vif inh -4.
For COc1ccc(OC)c(S(=O)(=O)Nc2ccc3c(c2)N(C(C)=O)CCC3)c1 the results were NR2E3 ag-1 -5, iPSC survival up -0.5, TRPM1 prom inh 6, HIF-2a block 3, Granule exo inh 9, aDG glyco act 0.2, Peg3 promoter -1, PDI turbidity -4, CaV13 ICDI inh -2, NR2E3 ag-2 8 and Vif inh 10.
For COc1ccc(C)cc1S(=O)(=O)N1CCN(S(=O)(=O)c2cc(C)ccc2OC)CC1 the results were NR2E3 ag-1 2, iPSC survival up 3.6, TRPM1 prom inh 0, HIF-2a block 21, Granule exo inh -2, aDG glyco act 0.0, Peg3 promoter 14, PDI turbidity 2, CaV13 ICDI inh -4, NR2E3 ag-2 -17 and Vif inh 4.
C[C@@H]1CN([C@@H](C)CO)C(=O)c2cc(Br)cnc2O[C@@H]1CN(C)C(=O)CN(C)C was read as iPSC survival up -1.8, HIF-2a block 8, Granule exo inh -4, aDG glyco act -0.2, Peg3 promoter 6, PDI turbidity -5, CaV13 ICDI inh -4, NR2E3 ag-2 2 and Vif inh 1.

Bioassay records as filed in PubChem.
